Source: PubChem BioAssay
CIT2 TOR yeast: alters CIT2-GFP fluorescence in TOR pathway yeast screen | S. cerevisiae CIT2-GFP strain, flow cytometry, 3 h; 100 means same as DMSO wells | GFP response vs DMSO, % at 10 µM | 320,000 compounds, 0.065% hits | AID 2029;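 active = GFP response relative to DMSO above a set limit, near the screen mean plus 3 SD, cut at about 150% in these data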;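 note: ratio of well median GFP fluorescence to mean of DMSO wells on the plate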
VLA-4 inh: inhibition in a human VLA-4 binding assay | VLA-4 expressing cells, ligand binding flow cytometry | inhibition, % (about 7 µM as worked out from the volumes in the protocol) | P13612 | 330,000 compounds, 0.2% hits; in the data active = inhibition above about 50%
Target sequence (P13612 whole entry, looked up): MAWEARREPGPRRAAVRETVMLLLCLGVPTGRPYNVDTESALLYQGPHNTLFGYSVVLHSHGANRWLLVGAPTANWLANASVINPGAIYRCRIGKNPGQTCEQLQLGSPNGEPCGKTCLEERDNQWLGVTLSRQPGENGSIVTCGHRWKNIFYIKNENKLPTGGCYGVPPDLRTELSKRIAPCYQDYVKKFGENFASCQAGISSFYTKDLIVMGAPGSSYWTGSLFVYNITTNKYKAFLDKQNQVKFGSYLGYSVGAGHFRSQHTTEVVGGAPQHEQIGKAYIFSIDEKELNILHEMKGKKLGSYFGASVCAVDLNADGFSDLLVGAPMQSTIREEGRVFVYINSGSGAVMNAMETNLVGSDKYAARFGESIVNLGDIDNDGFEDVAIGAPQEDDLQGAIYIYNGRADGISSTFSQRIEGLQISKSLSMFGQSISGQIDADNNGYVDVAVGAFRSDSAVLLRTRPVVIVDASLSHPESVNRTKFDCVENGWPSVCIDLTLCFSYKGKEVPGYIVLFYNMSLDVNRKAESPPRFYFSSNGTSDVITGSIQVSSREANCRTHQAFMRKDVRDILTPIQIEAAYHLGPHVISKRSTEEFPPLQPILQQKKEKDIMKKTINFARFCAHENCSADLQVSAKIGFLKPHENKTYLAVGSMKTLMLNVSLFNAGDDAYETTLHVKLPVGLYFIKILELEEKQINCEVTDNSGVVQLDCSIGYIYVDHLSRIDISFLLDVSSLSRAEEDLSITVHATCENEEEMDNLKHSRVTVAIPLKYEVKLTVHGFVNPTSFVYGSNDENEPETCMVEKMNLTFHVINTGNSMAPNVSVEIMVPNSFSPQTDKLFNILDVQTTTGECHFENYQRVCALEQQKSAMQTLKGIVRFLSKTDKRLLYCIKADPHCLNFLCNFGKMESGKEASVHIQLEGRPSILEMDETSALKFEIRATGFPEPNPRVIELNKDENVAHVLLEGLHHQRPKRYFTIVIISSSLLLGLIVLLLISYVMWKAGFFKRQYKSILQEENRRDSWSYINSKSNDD
AGP1-GFP MLPCN: yeast TOR pathway AGP1-GFP modulation | S. cerevisiae AGP1-GFP multiplex flow cytometry, 3 h; GFP as percent of DMSO wells | 320,000 compounds, 0.02% hits | GFP response vs DMSO, % at 10 µM | AID 2066;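 active = GFP response relative to DMSO above a set limit, near screen average plus 3 SD, cut at about 150% in these data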;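 note: median GFP channel fluorescence of the gated AGP1 strain per well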
RPL19A-GFP yeast: alters RPL19A-GFP fluorescence in TOR pathway yeast screen; S. cerevisiae RPL19A-GFP strain, flow cytometry, 3 h; hits give low values; percent response vs DMSO, % at 10 µM; 330,000 compounds, 0.3% hits; AID 2025;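 active = percent response vs DMSO below 50%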;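 note: median channel GFP fluorescence of the barcoded RPL19A-GFP strain; ratio of sample median GFP to plate DMSO average so 100% = DMSO; lower means less RPL19A-GFP as with rapamycin TOR inhibition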
Yeast superoxide: lowers age-related superoxide in aged yeast cells. S. cerevisiae aged cells, superoxide DHE fluorescence; hits give low values. superoxide response (% of plate mean), % at 10 µM. 330,000 compounds, 0.18% hits;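 active = superoxide response under a set limit, about three screen SD below normal, cut at about 65% in these data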;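 note: yeast aged for seven days with compound at 30 °C before DHE staining; 100% = average MFI of all compound-treated wells on the plate with controls excluded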
GRK2 inh: human GRK2 inhibition via aptamer displacement; AID 488847; 330,000 compounds, 0.59% hits; P25098; bead flow cytometry, FAM-aptamer displacement from GRK2; inhibition of aptamer binding, % at 10 µM;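 active = inhibition of aptamer binding above 40%, roughly 3 SD of noise, on plates passing a quality check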;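 note: median bead fluorescence of bound FAM aptamer so fluorescent compounds give negative values; no value below 0 was filed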
MEP2-GFP yeast: modulators of TOR pathway MEP2-GFP in S. cerevisiae. S. cerevisiae MEP2-GFP strain, flow cytometry GFP, 3 h; 100% = DMSO control level. GFP response vs DMSO, % at 10 µM. 330,000 compounds, 0.51% hits;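 active = GFP response versus DMSO above a set limit, roughly screen mean plus 3 SD, cut at about 180% in these data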;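 note: median GFP fluorescence of the barcode-gated MEP2-GFP cells per well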
LAP4-GFP MLPCN: modulators of TOR pathway LAP4-GFP in S. cerevisiae; S. cerevisiae LAP4-GFP multiplex, flow cytometry GFP, 3 h; median GFP as percent of DMSO wells; GFP response vs DMSO, % at 10 µM; 320,000 compounds, 0.34% hits;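 active = GFP response vs DMSO above a set limit, about the screen mean plus 3 SD, cut at about 150% in these data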
Numbers without * were called inactive; . = not tested or not shown. Outcome played no part in choosing rows. Share with any hit: about 1.7%.

Start of the data: the first 3 entries, ahead of the listing:
SMILES	LAP4-GFP MLPCN	AGP1-GFP MLPCN	Yeast superoxide	CIT2 TOR yeast	RPL19A-GFP yeast	MEP2-GFP yeast	VLA-4 inh	GRK2 inh
Cc1cc(NC(=O)Cc2cccs2)no1	94.6	99.5	110.5	97.7	101.7	105.1	-3.2	7.0
NC(N)=NS(=O)(=O)c1ccc(N/C=C/C(=O)c2ccc(Cl)c(Cl)c2)cc1	.	111.6	96.3	107.7	103.2	111.0	0.1	1.0
CCN1CCN(S(=O)(=O)c2ccc(Cl)c(C(=O)Nc3ccccc3N3CCCCC3)c2)CC1	108.7	116.1	106.6	114.0	111.0	113.3	-4.4	0.0

The whole of this part (from the top)
SMILES	LAP4-GFP MLPCN	AGP1-GFP MLPCN	Yeast superoxide	CIT2 TOR yeast	RPL19A-GFP yeast	MEP2-GFP yeast	VLA-4 inh	GRK2 inh
Cc1cc(NC(=O)Cc2cccs2)no1	94.6	99.5	110.5	97.7	101.7	105.1	-3.2	7.0
NC(N)=NS(=O)(=O)c1ccc(N/C=C/C(=O)c2ccc(Cl)c(Cl)c2)cc1	.	111.6	96.3	107.7	103.2	111.0	0.1	1.0
CCN1CCN(S(=O)(=O)c2ccc(Cl)c(C(=O)Nc3ccccc3N3CCCCC3)c2)CC1	108.7	116.1	106.6	114.0	111.0	113.3	-4.4	0.0
O=C(CSc1nnc(Nc2ccccc2)s1)NCc1cccs1	99.4	101.1	91.9	102.4	103.9	104.6	3.0	1.0
Cc1ccccc1NC(=O)c1c(C)nc(SCC(=O)OCc2ccccc2)c(C#N)c1-c1ccc(F)cc1	96.0	102.2	95.3	105.8	107.7	100.9	7.5	1.0
c1ccc2nc(-c3nc4ccccc4o3)ccc2c1	105.6	105.6	91.3	117.5	105.1	113.3	-25.4	0.0
CCOC(=O)c1nnn(-c2nonc2N)c1CN(C)Cc1ccccc1	91.3	105.6	79.0	103.3	.	87.3	10.6	0.0
CCn1c(=NC(=O)c2cccc(N3C(=O)CCC3=O)c2)sc2c(OC)ccc(OC)c21	93.3	93.5	101.9	94.7	95.3	98.7	-10.2	0.0
Cn1c(NC(=O)c2ccc(F)cc2)c(-c2cccs2)c(=O)c2ccccc21	110.5	101.5	88.1	93.9	93.8	96.5	21.4	1.0
CCOC(=O)C(C)Sc1nnc(Cc2cc(=O)[nH]c(=O)[nH]2)n1-c1ccc(OCC)cc1 (stereo not drawn)	100.2	104.2	103.8	93.8	98.8	101.0	17.7	2.0
O=C(N1CCCCC1)N1CCN(S(=O)(=O)c2ccc(Cl)cc2)CC1	96.8	92.0	114.6	79.8	91.5	99.6	6.9	2.0
Clc1ccc(Cl)c(OCCCCN2CCNCC2)c1	92.0	103.4	100.6	106.2	107.2	107.0	8.6	0.0
COc1ccc(S(=O)(=O)N2CCN(C(=O)c3cc(C)nc4ccccc34)CC2)cc1OC	105.6	106.3	114.7	104.6	99.2	104.6	-0.4	0.0
COC(=O)c1c(NC(=O)CN2C(=O)c3ccccc3C2=O)sc(Cc2ccc3c(c2)OCO3)c1C	98.5	88.2	96.1	83.4	88.5	90.9	18.7	0.0
CCc1ccc(-c2cc(C)no2)cc1S(=O)(=O)Nc1cc(C)on1	93.8	88.9	121.5	90.0	95.7	94.6	-10.8	0.0
CCOC(=O)[C@H]1[C@H]2COc3ccc(Br)cc3[C@@H]2N2C(=O)c3c(C)cc(C)cc3NC(=O)[C@@]12C	101.1	93.0	77.0	89.9	97.5	99.2	5.8	3.0
O=[N+]([O-])c1ccc(N2CCN(c3ccc(F)cc3)CC2)cc1	107.0	91.2	100.7	90.8	90.6	89.2	4.4	2.0
CCc1ccc(CN(C)Cc2nc(Cc3ccccc3)no2)nc1	100.9	98.5	102.6	97.0	93.7	93.1	11.1	0.0
CN(C)CCCO/N=C(\c1ccccc1)c1ccncc1	92.5	97.4	91.0	102.4	103.9	102.6	12.9	4.0
COc1ccc(/C=N/NC(=O)c2nc(-c3ccccc3)cc(-c3ccccc3)n2)cc1O	80.7	98.5	100.8	112.5	100.4	102.0	18.6	5.0
COc1cccc(NC(=S)N/N=C2\CC(C)(C)Oc3ccc(O)cc32)c1	86.5	99.9	101.2	96.8	110.0	96.7	6.1	2.0
COC(=O)c1ccc(CNC(=O)/C=C/c2cc([N+](=O)[O-])ccc2OC(F)F)cc1	113.3	105.3	103.3	97.7	98.6	99.0	10.2	4.0
CCNC(=S)NNC(=O)C(c1ccccc1)c1ccccc1	102.0	100.9	102.7	103.8	98.5	107.7	4.3	0.0
COC(=O)c1ccccc1NC(=O)COC(C)=O	105.7	105.7	110.2	104.8	107.5	109.5	24.6	2.0
Cc1cc(C)c(OCC(=O)OCC(=O)N2CCc3ccccc3C2)c(C)c1	109.5	97.0	103.1	96.9	97.5	111.6	7.1	0.0
O=C(Nc1ccnn1C1CCN(C(=O)CCc2ccc(F)cc2)CC1)C1CCOC1 (stereo not drawn)	114.3	99.7	103.6	94.8	97.8	98.9	-2.8	1.0
CC(C)CC(=O)Nc1nnc(S(=O)(=O)N2c3ccccc3CC2C)s1 (stereo not drawn)	110.2	113.4	102.3	110.6	107.8	116.5	-30.3	1.0
CC(C#N)(NC(=O)CN1CCN(S(=O)(=O)c2ccccc2C#N)CC1)C1CC1 (stereo not drawn)	101.8	104.4	108.0	98.1	103.1	103.4	11.9	0.0
O=C(c1ccc(C(F)(F)F)cc1)C1CCCN(C(=O)Cn2cnnn2)C1 (stereo not drawn)	93.3	101.1	103.2	99.8	103.8	102.6	23.3	0.0
CCCCOP(=O)(c1ccc(N(C)C)cc1)C(O)c1ccncc1 (stereo not drawn)	104.0	.	100.5	108.8	102.8	109.1	24.3	0.0
CCOc1ccc(NC(=O)C(CC)n2nc(C)c3c(C)n(-c4ccccc4)nc3c2=O)cc1 (stereo not drawn)	119.8	111.8	91.3	110.0	107.0	110.6	-1.8	0.0
COc1ccc(OC)c(S(=O)(=O)n2ccnc2C(C)C)c1	102.6	103.3	109.2	104.2	103.3	113.4	6.9	0.0
COc1ccc(OCC(=O)Nc2ccc(S(=O)(=O)N3CCCCCC3)cc2)cc1	104.9	.	103.9	102.6	97.8	102.0	24.4	0.0
CCOc1ccc(CCNc2cc(C)nc3ncnn23)cc1OCC	101.5	106.9	91.8	106.2	100.3	102.7	33.2	0.0
Fc1ccc(C2CC(c3ccccc3)Nc3ncnn32)cc1 (stereo not drawn)	103.9	105.5	92.5	99.7	100.5	106.4	-3.2	0.0
O=C(c1c(O)cc(O)cc1O)C1c2c(cc(O)c3c2O[C@H](c2ccc(O)cc2)[C@@H](O)C3)OC1c1ccc(O)cc1 (stereo partly drawn)	97.8	100.9	102.6	101.5	97.7	98.5	-32.4	2.0
COC(=O)CNC(=O)COc1ccccc1	92.9	101.8	98.0	98.5	95.7	97.1	-8.1	3.0
Cc1ccn2c(=O)nc(SCC(=O)N3CCCC3)nc2c1	88.4	95.9	107.4	96.2	87.9	99.6	4.7	0.0
O=C(NCCS(=O)(=O)N1CCN(c2ccccc2)CC1)C1CC1	94.5	92.3	104.6	84.3	100.4	105.8	-6.1	0.0
O=C(Cc1cccc2ccccc12)NN1C(=O)CSC1=S	91.9	99.8	104.7	100.1	97.5	103.0	2.1	1.0
O=C(NCC(=O)N1CCN(c2ncccn2)CC1)c1cccs1	87.3	96.3	100.4	96.8	96.9	97.5	7.8	0.0
Cc1ccc(C)c(NC(=O)CSc2nc3c(c(=O)n2C)SC(C)C3)c1 (stereo not drawn)	98.4	102.1	118.5	101.0	101.8	113.2	24.9	1.0
Cc1cc(C)n2nc(SCc3nnc(SCc4ccccc4)s3)nc2n1	108.4	101.6	92.5	99.6	97.2	94.4	-1.4	1.0
COc1ccc(S(=O)(=O)NC2CCN(Cc3ccccc3)CC2)cc1NC(C)=O	90.9	93.9	89.8	94.8	90.9	98.4	-28.0	0.0
O=[N+]([O-])c1cccc(Nc2c([N+](=O)[O-])ccc3nonc23)c1	108.2	93.1	118.6	99.1	107.2	126.7	4.2	2.0
CCN(CC)CCNC(=O)CCCCn1c(=S)[nH]c2c([nH]c3ccc(OC)cc32)c1=O	103.3	.	102.0	106.1	101.9	103.8	1.9	0.0
COc1cnn(-c2ccc(C)cc2)c(=O)c1SCc1ccccc1	120.3	138.2	92.1	92.2	101.8	142.8	27.1	2.0
COc1cccc(N2C(=O)CC(NNC(=O)c3cccs3)C2=O)c1 (stereo not drawn)	99.1	95.6	92.3	104.3	99.9	105.7	7.4	.
O=C(COC(=O)c1c2c(nc3ccccc13)CCCC2)Nc1ccc2c(c1)OCO2	101.5	106.1	105.1	103.2	100.3	114.2	9.8	6.0
O=C(Oc1c(-c2ccccc2Cl)oc2ccccc2c1=O)c1ccc(Cl)cc1	86.2	91.8	115.2	93.7	98.1	86.6	20.3	0.0

(more compounds)
SMILES	LAP4-GFP MLPCN	AGP1-GFP MLPCN	Yeast superoxide	CIT2 TOR yeast	RPL19A-GFP yeast	MEP2-GFP yeast	VLA-4 inh	GRK2 inh
COC(=O)COn1c(SC(C)C)nc2ccccc2c1=O	93.8	93.8	88.4	94.3	93.2	98.4	0.2	0.0
Cc1ccc([C@H]2C(C(=O)O)=CC[C@@H](c3ccc4c(c3)OCO4)N2S(=O)(=O)c2ccc(C)cc2)cc1	92.0	98.6	85.2	92.9	92.6	93.6	6.5	3.0
COc1ccc(CNC(=O)COC(=O)c2ccccc2C(=O)c2ccccc2)cc1	103.9	102.9	89.9	106.9	105.0	102.6	-20.1	1.0
NC1=NC(c2ccc(F)cc2)n2c(nc3ccccc32)N1 (stereo not drawn)	94.6	98.0	112.0	101.2	95.3	99.6	-5.4	1.0
CCCNC(=O)c1cccc(COc2ccccc2OC)c1	95.9	101.7	77.8	100.3	102.4	103.3	13.4	1.0
COc1ccc(OC)c(C(=O)NC(CC(N)=O)c2ccc(N3CCC(N4CCCC4)CC3)c([N+](=O)[O-])c2)c1 (stereo not drawn)	112.2	97.1	101.8	89.7	108.2	109.5	19.1	3.0
C=C(C)c1cccc(C(C)(C)NC(=O)Nc2nncs2)c1	111.0	106.5	98.3	102.3	106.3	99.1	-1.4	1.0
O=C(COC(=O)c1cccnc1Cl)Nc1ccc(N2CCCCC2)cc1	96.9	97.8	94.5	102.7	95.1	96.4	9.9	0.0
COc1cc(-c2nc3ccccn3c2/N=C/c2cccc(F)c2)ccc1O	81.8	96.3	98.7	103.5	108.5	102.3	1.5	0.0
Cn1c(Cn2c(=O)sc3ccccc32)nnc1SCC(=O)NCc1ccccc1Cl	113.1	109.7	94.5	106.2	104.2	104.5	-7.8	0.0
O=C(NC(=S)Nc1ccc2oc(=O)ccc2c1)c1cccc(F)c1	92.3	100.1	114.6	108.3	100.7	105.2	-2.7	0.0
Cn1nc(C(F)(F)F)c(CN2CC(C)(C)C2=O)c1N1CCOCC1	95.2	95.7	106.9	90.8	91.5	91.9	-2.6	4.0
COc1cc2[nH]c(=O)n(Cc3ccc(C(=O)N4CCC(N5CCCCC5)CC4)cc3)c(=O)c2cc1OC	97.2	95.8	106.2	93.2	96.8	94.7	16.8	0.0
N#C/C(=C\c1ccc(-c2ccc(F)cc2)o1)C(=O)Nc1nc(-c2cccs2)cs1	102.5	91.7	102.4	94.7	99.2	105.4	-24.7	0.0
CCN(CC)S(=O)(=O)c1cccc(C(=O)Nc2cccnc2)c1	97.0	93.0	86.2	99.7	92.8	95.3	6.2	1.0
COc1ccc(C(=O)NC(=S)NCc2ccccc2)cc1OC	112.0	91.1	92.2	89.2	93.0	107.6	7.2	0.0
